HCV inhibitor – HCV inhibition. Huh7.5.1 HCVcc-Cre infection, luciferase reporter, 44 h. Potency, µM (doses to about 41.8 µM), without a hit: at the highest dose activity change, negative = inhibition, hits mostly inhibitors. 340,000 tested, 3.4% active. AID 651820
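After 44 h co-culture of compound, cells and HCVcc-Cre (~0.5 moi), substrate is added for 15 min at room temperature and luciferase measured over 15 sec. Cells were seeded at 1,000/well and pre-cultured 4 h.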
LmPK inh – inhibitors of Leishmania mexicana pyruvate kinase. Q27686. purified LmPK, Kinase-Glo ATP luminescence, 1 h. Potency, µM (highest dose often 57.5 µM), inactives show at the highest dose activity change, negative = inhibition, hits mostly inhibitors. 290,000 tested, 0.37% active
Target sequence (Q27686 whole entry, looked up): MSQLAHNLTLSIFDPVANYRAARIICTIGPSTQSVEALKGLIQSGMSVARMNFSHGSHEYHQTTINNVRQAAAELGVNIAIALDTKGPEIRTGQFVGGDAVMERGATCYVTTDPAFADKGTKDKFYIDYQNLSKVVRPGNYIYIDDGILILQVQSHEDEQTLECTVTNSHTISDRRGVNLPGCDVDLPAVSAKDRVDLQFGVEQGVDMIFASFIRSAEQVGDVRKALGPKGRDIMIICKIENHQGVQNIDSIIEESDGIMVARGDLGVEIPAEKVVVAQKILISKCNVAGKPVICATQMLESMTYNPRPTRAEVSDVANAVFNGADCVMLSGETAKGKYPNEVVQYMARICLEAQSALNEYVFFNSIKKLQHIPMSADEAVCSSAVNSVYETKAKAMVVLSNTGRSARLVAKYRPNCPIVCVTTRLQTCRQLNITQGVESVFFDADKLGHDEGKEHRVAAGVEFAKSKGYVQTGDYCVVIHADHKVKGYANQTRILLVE
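ATP generated from ADP (0.1 mM) and PEP (0.5 mM) by 0.1 nM LmPK over 1 h at room temperature (pH 7.2 imidazole buffer) was detected by coupled luciferase luminescence. Values were normalized to uninhibited and no-enzyme wells.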
Sm TGR block – S. mansoni TGR enzyme inhibition | 360,000 tested, 3% active | Q962Y6 | purified TGR, DTNB reduction, TNB absorbance 405 nm | Potency, µM (doses to about 114 µM), for inactives: at the top dose activity change, negative = inhibition, actives largely listed as inhibitors | AID 485364; note: nearly all actives have a fitted effect of over 60% in size
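TGR 20 nM + NADPH 100 uM (dispensed conc.), cpd preinc 15 min RT; start with NADPH (500 uM addition) then DTNB (15 mM addition). Kinetic TNB absorbance, 405 nm filter. Four-parameter Hill fit across titration.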
Pf growth 96h – P. falciparum growth inhibition at 96 hours | Potency, µM (series often up to 28.7 µM), inactives show top-dose activity change, negative = inhibition, actives largely listed as inhibitors | 320,000 tested, 6.9% active | P. falciparum luciferase reporter growth, 96 h
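Compounds incubated with erythrocytes infected by luciferase-expressing P. falciparum (2% hematocrit, 0.05% parasitemia final) for 96 hours, 37 C in 5% CO2. Growth inhibition scored as decreased luciferase luminescence.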
Tb PYK inh – T. brucei pyruvate kinase inhibition; Potency, µM (titrated, usually from 76.8 µM), for inactives: at the top dose activity, negative = inhibition, usual class: inhibitors; AID 624173; TbPYK enzyme, Kinase-Glo Plus ATP luminescence, 45 min; Q57TT1; 410,000 tested, 0.12% active; note: nearly all actives have a fitted effect of over 50% in size
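Luminescence from Kinase-Glo Plus, added after a 45-minute room-temperature reaction, served as the end-point read-out. The enzyme and substrate were preincubated with compound before ADP (130 uM final) initiated turnover. Concentration-effect curves came from normalized qHTS data.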
Pf growth 48h – P. falciparum growth inhibition at 48 hours (one generation) | P. falciparum luciferase growth in erythrocytes, 48 h | Potency, µM (titrated, usually from 28.7 µM), for inactives: top-dose activity change, negative = inhibition, actives largely listed as inhibitors | 310,000 tested, 5.9% active | AID 504832
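Erythrocytes infected with P. falciparum carrying an integrated firefly luciferase reporter (2% hematocrit, 0.1% parasitemia final) were exposed to compounds in RPMI 1640 with 0.5% Albumax at 37 C, 5% CO2. Growth inhibition was scored as reduced luminescence.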
An asterisk follows results filed as active; ? = inconclusive; nt = not tested or not shown; [ ] = remark or other dose. Calls come from the whole dose curve; as a rule, active = well fitted curve in the direction sought with a large enough effect; inconclusive = small, poorly fitted or top-dose-only effect, or another doubt; inactive = no such curve, though single readings can be large; an effect the other way counts as inactive or inconclusive. % is set by controls: 0 for no effect and ±100 for the full control effect; potency is the fitted concentration of half-maximal effect.

The line under a structure holds: HCV inhibitor	LmPK inh	Sm TGR block	Pf growth 96h	Tb PYK inh	Pf growth 48h
- Cn1nccc1C(=O)N/N=C/c1ccccc1[N+](=O)[O-]
 : 22.5%	?	-0.9%	104.9%[activator]	-7.3%	156.3%[activator]
- Cc1ccc([N+](=O)[O-])cc1N=Cc1ccc(Br)s1
 : -1.5%	-5.2%	-0.8%	3.6%	-8.9%	91.4%[activator]
- CN(CC(=O)NNC(=O)Cc1ccccc1F)S(=O)(=O)c1ccc(Cl)cc1
 : 11.4%	nt	6.3%	3.7%	-0.3%	10.6%
- CCc1ccccc1OCC(=O)OCC(=O)c1c(N)n(C)c(=O)n(C)c1=O
 : -5.6%	-2.6%	5.9%	14.1%	-4.8%	0.5%
- Cc1ccc(NC(=O)C(=O)NCCc2c[nH]c3ccccc23)cc1C
 : 10.4%	0.8%	-5.6%	79.1%[1.15 µM]	4.2%	45.7%
- CCCn1nc(NC(=O)c2ccco2)c2cc3ccc(C)cc3nc21
 : ?	-4.0%	?	nt	-0.9%	-22.7%
- C(=C\c1nc2ccccc2[nH]1)/c1ccccc1
 : 11.2µM*	8.91µM*	9.2%	?	?	-34.9%
- CCc1ccccc1NS(=O)(=O)c1cccc2nsnc12
 : 4.5%	-1.0%	0.4%	?	-2.6%	0.0%
- COc1ccc(COCC(CC(C)C)N2CCN(C(=O)c3cccc(C(F)(F)F)c3)CCC2=O)cc1 (centres undefined)
 : -44.0%	-0.9%	-13.1%	?	0.9%	10.4µM*
- CCOC(=O)c1c(NC(=O)c2ccccc2N(C)S(=O)(=O)c2ccccc2)sc2c1CCCC2
 : ?	1.7%	5.7%	?	-7.1%	?
- Cc1ccc(-c2c[n+](CC(=O)Nc3cc(=O)n(C)c(=O)n3C)c3n2CCC3)cc1
 : 9.0%	-3.4%	-1.0%	1.17µM*	-5.7%	4.15µM*
- CCCC(=O)Nc1cc2c3c(c1)C(C)C(=O)N3CCC2 (centres undefined)
 : 4.7%	-4.4%	-19.0%	0.3%	-3.0%	3.8%
- CCc1ccc(OCCNC(=O)c2cc(SC)ccc2Cl)cc1
 : 4.9%	2.9%	-22.8%	48.4%[activator]	-1.9%	38.4%[activator]
- CC(=O)c1cccc(NC(=O)c2ccc(N(C)S(C)(=O)=O)cc2)c1
 : ?	-4.4%	-1.9%	nt	-6.4%	15.7%
- CCCCC1=CC2=C(c3ccco3)C(=O)C(C)(OC(=O)c3ccc(OC)cc3)C(=O)C2=CN1C(CO)CO (centres undefined)
 : 11.7%	-5.3%[11.5 µM]	-15.1%	47.4%[activator]	-3.8%	42.1%[activator]
- OCCN(Cc1ccccc1)Cc1ccc(F)c(F)c1
 : 16.5%	-3.3%	-4.9%	-7.5%	16.8%	-1.1%
- Cc1ccc(SCCC(=O)Nc2nccs2)cc1
 : 5.8%	0.9%[11.5 µM]	1.1%	12.5%	-19.1%	3.6%
- COc1ccc(OC(=O)c2cccc(S(=O)(=O)N3CC(C)OC(C)C3)c2)cc1 (centres undefined)
 : 1.9%	nt	6.4%	?	-4.2%	?
- COC(=O)c1ccccc1NC(=O)c1ccccc1SC
 : ?	1.8%	2.4%	?	-11.3%	-11.9%
- COc1ccccc1NC(=O)c1c(C)nc2ccccc2c1C(=O)O
 : 0.0%	3.3%	-5.1%	4.2%	-0.7%	0.0%

Gathered by group, those above containing a nitro group on carbon (two)
The line under a structure holds: HCV inhibitor	LmPK inh	Sm TGR block	Pf growth 96h	Tb PYK inh	Pf growth 48h
- Cn1nccc1C(=O)N/N=C/c1ccccc1[N+](=O)[O-]
 : 22.5%	?	-0.9%	104.9%[activator]	-7.3%	156.3%[activator]
- Cc1ccc([N+](=O)[O-])cc1N=Cc1ccc(Br)s1
 : -1.5%	-5.2%	-0.8%	3.6%	-8.9%	91.4%[activator]

Carrying on.
The line under a structure holds: HCV inhibitor	LmPK inh	Sm TGR block	Pf growth 96h	Tb PYK inh	Pf growth 48h
- COc1cc(C(=O)Nc2nnc(C(F)(F)F)s2)c([N+](=O)[O-])cc1OC
 : 2.3%	2.8%	nt	35.2%[activator][5.75 µM]	1.0%	21.4%
- Cc1cc2c(n1-c1ccc(Cl)cc1)CC(C)(C)CC2=O
 : nt	-1.7%	-3.2%	?	-32.8%	nt
- O=C1c2ccccc2-c2cccc(C(=O)N3CCN(C(=O)c4ccccc4)CC3)c21
 : -6.4%	1.5%	-1.0%	-3.4%	-2.3%	0.3%
- CC1(C)NCCN2C(=O)CSC21 (centres undefined)
 : 11.1%	3.6%	6.5%	nt	1.4%	nt
- O=C(CCc1ccccc1)NNC(=O)C1CCCCC1
 : 23.8%	-3.2%	-1.7%	71.5%[activator]	1.0%	65.0%[activator]
- N#CCNC(=O)C1CC(=O)N(CCc2ccc(F)cc2)C1 (centres undefined)
 : 8.2%	0.9%	0.9%	?	-11.2%	7.3%
- N#C/C(=N\Nc1ccc(Cl)c(Cl)c1)C(=O)C1CC1
 : ?	6.3%	11.6%	70.0%[activator]	-17.5%	99.5%[activator]
- CCOC(=O)c1ccc(CNCc2ccc(C)cc2)cc1
 : 2.0%	0.4%	-15.8%	?	1.2%	10.8%
- O=C(N/N=C\c1ccc(Cl)s1)c1ccc(Cn2cccn2)o1
 : -6.2%	-2.4%	-19.0%	-0.7%	-20.8%	-8.4%
- CCN1C(=O)[C@H]2[C@@H](c3ccc(C)cc3)N3C(=O)N(c4ccccc4)C(=O)[C@@]3(CC)[C@H]2C1=O
 : 5.7%	1.7%	-6.6%	26.8%	3.7%	60.3%[activator]
- COc1cc(C(C)=O)ccc1COc1ccc(C(=O)OCC(=O)NC(C)(C)C)cc1OC
 : 2.2%	-1.5%	0.9%	-86.1%	-5.1%	?
- COCCCN1C(=O)C(=O)/C(=C(/O)c2ccc(S(=O)(=O)N3CCOCC3)cc2)C1c1ccc(C(C)C)cc1 (centres undefined)
 : 14.3%	8.6%	-19.6%	0.0%	-1.9%	-0.7%
- CCc1nnc(NC(=O)CN2CCOCC2)s1
 : 5.0%	-3.6%	-11.8%	1.2%	0.1%	17.1%
- Cc1cc(S(=O)(=O)N2CCOCC2)ccc1OCC(=O)Nc1ccc(Br)cc1F
 : 0.3%	-11.1%	4.1%	?	1.4%	15.7%
- C(=N/Nc1nccs1)/c1cccnc1
 : 7.4%	-2.5%[11.5 µM]	-13.7%	?	5.0%	?
- COc1ccc(Cl)cc1N(CC(=O)Nc1ccccc1C(=O)N1CCCC1)S(C)(=O)=O
 : -5.1%	1.4%	-13.0%	?	-6.6%	-10.6%
- COc1ccc2c(/C=N/Nc3ccc(C(=O)O)cc3)c[nH]c2c1
 : 31.6%[activator]	3.4%	-18.8%	43.5%[activator]	-7.7%	75.3%[activator]
- COc1ccc(Cc2nc3ccccc3n2C)cc1
 : 13.0%	0.0%	1.5%	7.9%	1.4%	4.1%
- Cc1ccc(C(=O)NC2CCCc3ccccc32)o1 (centres undefined)
 : -2.9%	0.8%	?	?	-8.7%	-15.6%
- Cc1cccc(C(=O)/C=C2/c3ccccc3CC(C)(C)N2C)c1
 : -5.8%	7.7%	1.7%	?	-1.5%	?

Only Pf growth 48h, Tb PYK inh and LmPK inh, for some of the entries so far:
| compound | Pf growth 48h | Tb PYK inh | LmPK inh |
| --- | --- | --- | --- |
| CCc1nnc(NC(=O)CN2CCOCC2)s1 | 17.1% | 0.1% | -3.6% |
| Cc1cc(S(=O)(=O)N2CCOCC2)ccc1OCC(=O)Nc1ccc(Br)cc1F | 15.7% | 1.4% | -11.1% |

Next records follow:
The line under a structure holds: HCV inhibitor	LmPK inh	Sm TGR block	Pf growth 96h	Tb PYK inh	Pf growth 48h
- Cc1ccc2[nH]c(=O)c(COC(=O)C3CCCCC3)cc2c1
 : -0.3%	-9.6%	-1.4%	13.2%	3.0%	1.0%
- CCOC(=O)c1cnc(C(F)(F)F)nc1Oc1ccccc1
 : -10.7%	6.2%	0.1%	?	-2.0%	0.0%
- CCCCn1c(N)c(N(CCOC)C(=O)CN(C)S(=O)(=O)c2ccc(C)cc2)c(=O)[nH]c1=O
 : -1.1%[8.37 µM]	nt	-16.8%	8.1%	-3.1%	-0.6%
- CN(CC(=O)Nc1ccccc1Cl)C(=O)CSc1nnc(N)s1
 : 10.9%	nt	0.8%	5.4%	2.5%	-0.4%
- CCN(CC)C(=O)c1ccc(S(=O)(=O)Cc2ccc(C)cc2)c([N+](=O)[O-])c1
 : 6.9%	10.1%	7.94µM*	27.6%	-2.7%	?
- C=CCNCc1ccccc1[N+](=O)[O-]
 : 10.5%	nt	?	55.9%[activator]	-13.0%	26.6%
- Cc1nnc2n1NC(c1ccc(Cl)cc1)C(C(=O)N1CCC(C)CC1)S2 (centres undefined)
 : 8.5%	0.3%	4.9%	5.9%	-13.9%	12.4%
- CCOC(=O)C1(Cc2cccc(OC)c2)CCN(CC(O)CO)CC1 (centres undefined)
 : 1.8%	3.4%	2.0%	17.4%	-7.9%	0.1%
- COc1ccc(N(C(=O)c2ccccc2OC)C2C=CS(=O)(=O)C2)c(OC)c1 (centres undefined)
 : 7.5%	-0.1%	-21.8%	11.2%	3.1%	1.5%
- CCc1ccccc1OCC(=O)Nc1ccc(F)c(S(=O)(=O)N2CCOCC2)c1
 : ?	nt	-0.1%	13.1µM*	-7.5%	?
- COc1ccccc1CNC(=O)Cc1ccc(Br)cc1
 : ?	4.9%	15.7%	15.7%	-6.2%	?
- C#CCCOC(=O)N1C2=NC(C(=O)OC)=C(C(=O)OC)[C@@H]3N(C)c4ccc(OC)cc4[C@]23C[C@H]1C(=O)OC
 : 19.0%	0.5%[11.5 µM]	nt	nt	-4.1%	nt
- O=C(CN1CCN(C(=O)c2cccc(S(=O)(=O)N3CCCC3)c2)CC1)Nc1ccccc1Cl
 : -0.3%	nt	-29.1%	?	0.3%	10.4µM*
- COc1ccccc1-c1nc(SCC(=O)N(C)c2ccccc2)c2c(=O)n(C)c(=O)n(C)c2n1
 : 6.31µM*	11.7%	12.8%	?	2.4%	-14.1%
- O=[N+]([O-])c1ccc(/C=N/n2c(-c3ccccc3)n[nH]c2=S)cc1
 : 1.9%	-3.3%	-0.2%	?	?	24.6%
- CCn1c(-c2ccncc2)n[nH]c1=S
 : 4.8%	3.4%	14.9%	19.2%	?	0.2%
- CC(C)CC1NC2(C(=O)N(C)c3ccccc32)C2C(=O)N(C(C)C)C(=O)C12 (centres undefined)
 : 8.7%	4.1%	2.6%	52.4%[activator]	-1.6%	11.4%
- O=C(c1ccncc1)c1ccc(N2CCN(C3CC(=O)N(Cc4ccccc4)C3=O)CC2)cc1 (centres undefined)
 : ?	3.4%	-9.2%	46.6%[activator]	-3.6%	?
- CN(C)c1ccc(NC(=S)N(CCc2ccccc2)C2CC(=O)N(c3c(Cl)cccc3Cl)C2=O)cc1 (centres undefined)
 : 2.0%	5.1%	-11.3%	-34.9%	-1.0%	?
- CCCCn1c(SCC(=O)NC2CCS(=O)(=O)C2)nc2cc(S(N)(=O)=O)ccc21 (centres undefined)
 : -8.6%	-4.0%	5.8%	?	-2.5%	?

Next records.
The line under a structure holds: HCV inhibitor	LmPK inh	Sm TGR block	Pf growth 96h	Tb PYK inh	Pf growth 48h
- O=S(=O)(Nc1cccnc1Cl)c1ccc2c(c1)OCCO2
 : -0.7%	0.0%	-32.8%	44.3%[activator]	0.7%	10.8%
- Cn1nc(C(F)(F)F)c(/C=N/OC(=O)c2ccccc2)c1SCc1ccccc1Cl
 : ?	-5.8%	-26.4%	21.6%	-23.2%	25.4%
- COCCn1c(=O)[nH]c(=O)c2cc(C(=O)c3cc(Cl)ccc3O)cnc21
 : 1.78µM*	-1.3%	-0.7%	?	3.4%	9.28µM*
- O=C(Nc1ccccc1)N(c1ccccc1)C1C=CS(=O)(=O)C1 (centres undefined)
 : 4.7%	-3.9%	9.2%	-10.3%	-1.8%	3.6%

Compound activity deposited in PubChem BioAssay by National Center for Advancing Translational Sciences (NCATS).
